V-ATPase pH = alters yeast V-ATPase proton transport. 350,000 tested, 0.37% active. response, % at 10 µM. S. cerevisiae, pHLuorin cytosolic pH fluorescence; in the data active means response mostly above about 7.3%, no sharp cut-off; inactive means mostly below about 5.4%; further: actives read high; inactives centre near 0; some compounds called inactive have numbers as strong as hits; reference of the scale not given here
DSG3 Ab inh = inhibitors of pemphigus antibody binding to human desmoglein-3; binding (percent of control), % at 10 µM; DSG3-coupled beads, scFv-anti-DSG3-GFP binding, flow cytometry; stronger effect = lower value; P32926; 310,000 tested, 0.48% active;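 active means binding more than 3 SD below its plate's average and above zero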;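 further: hits lower antibody fragment binding to DSG3; some compounds called inactive have numbers as strong as hits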
MOR-DOR ag = OPRM1-OPRD1 heterodimerization agonism. activation, % at 9.3 µM. 340,000 tested, 0.3% active. P35372+P41143. cells, luminescence; in the data active means activation above about 18%;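 further: 0% = vehicle-treated cells and 100% = reference agonist; values of inactives mirror those of a sister screen read the other way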
Target sequence (P35372 whole entry, looked up): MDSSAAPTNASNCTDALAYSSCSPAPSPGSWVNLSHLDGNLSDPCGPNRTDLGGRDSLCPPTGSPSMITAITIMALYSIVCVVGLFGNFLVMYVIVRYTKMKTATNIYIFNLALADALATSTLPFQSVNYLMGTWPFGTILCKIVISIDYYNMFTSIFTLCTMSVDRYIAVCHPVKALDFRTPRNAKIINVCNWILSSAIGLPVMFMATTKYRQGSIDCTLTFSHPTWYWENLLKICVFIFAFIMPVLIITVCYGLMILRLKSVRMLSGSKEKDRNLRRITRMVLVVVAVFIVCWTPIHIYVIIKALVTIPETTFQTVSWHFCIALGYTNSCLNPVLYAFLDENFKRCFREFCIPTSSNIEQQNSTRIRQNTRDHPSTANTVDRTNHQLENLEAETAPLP
Target sequence (P41143 whole entry, looked up): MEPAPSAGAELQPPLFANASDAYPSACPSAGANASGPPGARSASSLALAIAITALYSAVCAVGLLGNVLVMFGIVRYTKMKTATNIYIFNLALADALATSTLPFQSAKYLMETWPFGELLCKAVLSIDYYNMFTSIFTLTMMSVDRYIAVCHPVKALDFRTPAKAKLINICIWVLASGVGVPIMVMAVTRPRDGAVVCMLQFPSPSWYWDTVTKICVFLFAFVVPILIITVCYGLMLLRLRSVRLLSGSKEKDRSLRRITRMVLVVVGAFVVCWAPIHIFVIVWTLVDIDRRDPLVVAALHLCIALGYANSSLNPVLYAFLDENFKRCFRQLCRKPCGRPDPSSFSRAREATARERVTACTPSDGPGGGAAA
Arr AP2 block = inhibitors of human beta-arrestin and AP2 interaction; FITC-arrestin peptide / GST-AP2 beads, flow cytometry; AP2 beta2 appendage carries R879A mutation; inhibition, % at 10 µM; 340,000 tested, 0.31% active; AID 504490;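 active means inhibition above a set limit, near 3 SD of compounds lacking own fluorescence, cut at about 54% in these data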;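 further: plate controls were DMSO wells for no effect and 5 µM unlabelled arrestin peptide for full effect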
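Measured by: flow cytometry, FL1 (488/535 nm); Material: AP2 appendage R879A on GSH beads; Evaluation: percent response; Timing: pre-incubation 12 min, peptide binding 1 h, room temperature; Also added: 50 nM FITC-arrestin peptide; Medium: PBS with 0.05% Tween 20 and 0.1% BSA.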
MOR-DOR inv ag = inverse agonists of human mu-delta opioid receptor heterodimerization | AID 504357 | inhibition, % at 9.3 µM | cell-based MOR-DOR heterodimer luminescence, inverse agonism | 340,000 tested, 0.21% active; in the data active means inhibition above about 22%, passing the limit was not always enough;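 further: 0% = cells with DMSO and 100% = wells without cells with DMSO; values of inactives mirror those of a sister screen read the other way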
RTF Ca sens act = increases calcium sensitivity of human cardiac regulated thin filaments. IANBD-labeled TnC RTF fluorescence at EC20 calcium; 0% EC20 calcium, 100% full calcium. 340,000 tested, 0.24% active. activation, % at 7.2 µM. P19429+P45379;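 active means activation above the mean over all tested compounds plus 3 SD, cut at about 30% in these data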;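 further: rise in fluorescence read as greater calcium sensitivity of cardiac thin filaments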
C-LANA FP = KSHV C-LANA DNA binding inhibition; MBP-C-LANA/FAM-LBS DNA binding, fluorescence polarization; 340,000 tested, 0.078% active; inhibition, % at 9 µM;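 active means highest replicate inhibition at or above 60% at 9 µM, even if other replicates fall short; inactive means all replicates below 60% inhibition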;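 further: 0% = neutral control wells and 100% = 4 µM acridine orange control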
Keap1-Nrf2 PPI = inhibitors of human Keap1-Nrf2 protein-protein interaction | inhibition, % at 9.4 µM | Keap1 Kelch-Nrf2 peptide fluorescence polarization, 1536-well | Q14145 | 340,000 tested, 0.15% active; in the data active means inhibition above about 12%;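 further: human Keap1 Kelch domain with fluorescein labeled Nrf2 9mer peptide probe; 0% = neutral control wells and 100% = peptide positive control; higher means more block of Keap1 binding to Nrf2 peptide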
RTF Ca sens inh = cardiac RTF calcium desensitization. P19429+P45379. IANBD-labeled cardiac RTF, Ca2+ fluorescence. inhibition, % at 7.15 µM. 340,000 tested, 0.12% active. AID 493244;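 active means inhibition above the mean inhibition of all tested compounds plus 3 SD, cut at about 17% in these data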;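 further: assay run at fixed EC70 calcium of 1.6 mM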
Wnt act = activates Wnt/beta-catenin signaling in a reporter cell assay; 300,000 tested, 1.2% active; activation, % at 9.35 µM; activator, plate reader; in the data active means activation above about 30%, passing the limit was not always enough;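 further: 0% = neutral control wells and 100% = positive control wells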
The depositor's hits bear a star; / = no result given.

[1] CCOC(=O)[C@@H]1[C@H]2COc3ccccc3[C@H]2N2C(=O)N(c3ccc(F)cc3)C(=O)[C@]12C
[2] CCc1nc(NC(=O)NS(=O)(=O)c2ccccc2C(=O)OC)nc(OC)n1
[3] COc1ccc(/C=C(/NC(C)=O)C(=O)O)cc1
[4] Cc1ccc(S(=O)(=O)N2CC3(C)CN(S(=O)(=O)c4ccc(C)cc4)CC(C)(C2)C3)cc1
[5] COC(=O)c1c(C(=O)OC)c2cc(C)ccn2c1Cl

Compound	1	2	3	4	5
V-ATPase pH	0	0	-1	3	3
DSG3 Ab inh	97	110	104	95	111
MOR-DOR ag	-1.8	-0.7	-4.4	-1.8	-1.4
Arr AP2 block	-2	4	-11	-5	-5
MOR-DOR inv ag	10	5	21	9	8
RTF Ca sens act	1	-1	3	-12	2
C-LANA FP	-0.2	0.8	1.5	-0.2	-0.9
Keap1-Nrf2 PPI	-4	-2	-3	-4	-1
RTF Ca sens inh	0	-9	10	1	2
Wnt act	1	-5	/	-2	/

[6] O=C(Nc1ccc(Oc2cccnc2)cc1)c1ccccc1F
[7] O=C(Cc1ccc(Cl)cc1)Nc1ccc(Cl)cn1
[8] O=[N+]([O-])c1ccc(N2CCN(C(=S)Nc3cccc(F)c3)CC2)cc1
[9] COc1ccc(CC(=O)NCc2ccc(F)cc2)cc1S(=O)(=O)N1CCOCC1
[10] Nc1nc(N)nc(-c2ccc(Cl)cc2)n1

Compound	6	7	8	9	10
V-ATPase pH	-5	-2	2	-5	0
DSG3 Ab inh	97	108	81	107	97
MOR-DOR ag	-3.1	-0.1	-1.9	-3.4	-1.6
Arr AP2 block	15	-16	0	-5	-2
MOR-DOR inv ag	15	0	12	13	9
RTF Ca sens act	-1	5	-2	-5	-1
C-LANA FP	0.2	0.8	-1.0	-0.6	0.7
Keap1-Nrf2 PPI	0	-4	2	-2	1
RTF Ca sens inh	-5	3	-3	-7	-3
Wnt act	18	10	-1	-3	13

Along the list, as entered above:
Compounds 6–10 in V-ATPase pH read -5, -2, 2, -5, 0
Compounds 6–10 in DSG3 Ab inh read 97, 108, 81, 107, 97

(further entries)
[11] COCCNC(=O)C(c1cccnc1)N(Cc1ccccc1)C(=O)Cn1nnc2ccccc21 (centres undefined)
[12] O=C1COc2c1ccc(O)c2O
[13] Cc1ccc(-c2csc(NC(=O)CSC3=NCCS3)n2)cc1
[14] CC(C)CCNC(=O)CN1C(=O)NC(c2ccccc2)(c2ccccc2)C1=O
[15] COc1ccc(S(=O)(=O)N2CCOCC2)cc1NS(=O)(=O)c1ccc(F)c(F)c1

Compound	11	12	13	14	15
V-ATPase pH	5	-5	-2	3	6
DSG3 Ab inh	98	115	100	100	/
MOR-DOR ag	-0.7	1.5	-2.5	0.1	-2.3
Arr AP2 block	28	4	-6	-5	14
MOR-DOR inv ag	4	-8	11	-1	9
RTF Ca sens act	7	2	3	-4	-3
C-LANA FP	1.4	105*	0.7	-1.8	1.0
Keap1-Nrf2 PPI	-4	2	-6	-4	0
RTF Ca sens inh	-23	-4	0	-30	-1
Wnt act	2	4	22	-8	0

[16] COc1ccc(C2CC(c3cccc(Cl)c3)=NN2c2ccc(S(N)(=O)=O)cc2)cc1 (centres undefined)
[17] COc1ccccc1CNC(=O)c1cc(S(=O)(=O)N2CCCCC2)c[nH]1
[18] CCOC(=O)CSc1nc(-c2ccccn2)ncc1OC
[19] CC(=O)c1ccccc1C(=O)N1CCCC(N2CCN(Cc3ccc4c(c3)OCO4)CC2)C1 (centres undefined)
[20] CC1(C)CC(=O)C(C(C2=C(O)CC(C)(C)CC2=O)c2cccc(O)c2)C(=O)C1 (centres undefined)

Compound	16	17	18	19	20
V-ATPase pH	-1	5	2	-2	0
DSG3 Ab inh	100	110	103	105	100
MOR-DOR ag	3.5	-1.6	0.5	-2.0	-2.1
Arr AP2 block	-15	-4	-2	29	-3
MOR-DOR inv ag	-17	8	-3	10	10
RTF Ca sens act	-3	11	1	-1	-3
C-LANA FP	-0.9	-0.1	0.8	-1.8	-0.4
Keap1-Nrf2 PPI	-2	-4	4	-3	0
RTF Ca sens inh	-4	-3	-16	-5	2
Wnt act	-2	-2	-1	-1	4

[21] Cc1ccc(OCC(=O)Nc2ccccc2C(=O)N2CCCCC2)cc1
[22] Cc1nnc(NC(=O)c2cccc(S(=O)(=O)N3CCOCC3)c2)s1
[23] CC(=O)Nc1nnc(COc2ccccc2)s1
[24] CC(=O)c1c(C)[nH]c(C(=O)NNC(=O)c2ccc(C)cc2)c1C
[25] O=C(O)CC1(CC(=O)NCc2ccc(F)cc2)CCCCC1

Compound	21	22	23	24	25
V-ATPase pH	-1	6	-1	-1	5
DSG3 Ab inh	107	98	86	94	105
MOR-DOR ag	-3.7	-0.4	-0.1	-1.6	-3.9
Arr AP2 block	1	6	-9	12	9
MOR-DOR inv ag	20	2	1	6	18
RTF Ca sens act	-2	1	-4	3	9
C-LANA FP	-0.5	0.7	1.9	0.7	-2.1
Keap1-Nrf2 PPI	-2	-4	3	2	-5
RTF Ca sens inh	6	-4	-3	-2	1
Wnt act	-1	/	28	2	-1

Reprinted at random: 5 entries already listed, in no set order.
[22] Cc1nnc(NC(=O)c2cccc(S(=O)(=O)N3CCOCC3)c2)s1
[23] CC(=O)Nc1nnc(COc2ccccc2)s1
[24] CC(=O)c1c(C)[nH]c(C(=O)NNC(=O)c2ccc(C)cc2)c1C
[25] O=C(O)CC1(CC(=O)NCc2ccc(F)cc2)CCCCC1
[21] Cc1ccc(OCC(=O)Nc2ccccc2C(=O)N2CCCCC2)cc1

Compound	22	23	24	25	21
V-ATPase pH	6	-1	-1	5	-1
DSG3 Ab inh	98	86	94	105	107
MOR-DOR ag	-0.4	-0.1	-1.6	-3.9	-3.7
Arr AP2 block	6	-9	12	9	1
MOR-DOR inv ag	2	1	6	18	20
RTF Ca sens act	1	-4	3	9	-2
C-LANA FP	0.7	1.9	0.7	-2.1	-0.5
Keap1-Nrf2 PPI	-4	3	2	-5	-2
RTF Ca sens inh	-4	-3	-2	1	6
Wnt act	/	28	2	-1	-1

Carrying on:
[26] CC12CC(NC(=O)N1c1cccc(C(=O)NCc3ccc4c(c3)OCO4)c1)c1cc(Cl)ccc1O2 (centres undefined)
[27] COc1ccccc1CC(=O)Nc1ccc2c(c1)OC1(CCCC1)O2
[28] O=C(NCc1ccccc1Cl)c1cccc2c1C(=O)c1ccc(-c3ccc(OC(F)(F)F)cc3)cc1S2(=O)=O
[29] CC(=O)/C=C1\N(C)c2ccc(C)cc2C1(C)C
[30] C1CCN(c2nc3nonc3nc2N2CCCC2)C1

Compound	26	27	28	29	30
V-ATPase pH	-1	-1	-2	-1	3
DSG3 Ab inh	102	100	96	81	94
MOR-DOR ag	0.4	1.0	3.0	-2.6	-2.6
Arr AP2 block	6	-6	1	-8	-3
MOR-DOR inv ag	-2	-5	-18	13	15
RTF Ca sens act	5	-4	2	-2	4
C-LANA FP	0.1	-1.2	3.1	0.5	-0.6
Keap1-Nrf2 PPI	5	0	-1	-1	-2
RTF Ca sens inh	2	0	1	3	5
Wnt act	/	-4	/	-1	6

[31] CC(C)Cc1ccc(S(=O)(=O)NCC2CCCO2)cc1 (centres undefined)
[32] CC(=O)N1c2ccc(S(=O)(=O)N(C)C3CCCCC3)cc2CC1C (centres undefined)
[33] COC(=O)CC1C(C(=O)OC)ON2OC(C(=O)OC)C(C(=O)OC)C12 (centres undefined)
[34] Cc1cccc(C)c1NC(=O)CS(=O)CC(=O)Nc1ccc(N2CCOCC2)cc1 (centres undefined)
[35] CCOc1ccc(C(C)NC(=O)CCC(=O)O)cc1 (centres undefined)

Compound	31	32	33	34	35
V-ATPase pH	2	1	-1	1	1
DSG3 Ab inh	106	/	101	102	97
MOR-DOR ag	1.5	-1.5	0.2	-3.2	-0.9
Arr AP2 block	38	0	4	27	12
MOR-DOR inv ag	-7	8	-1	17	5
RTF Ca sens act	3	0	-5	-2	11
C-LANA FP	4.6	-0.5	-2.1	-0.3	-0.6
Keap1-Nrf2 PPI	-4	0	-3	-1	-2
RTF Ca sens inh	-8	-7	2	-2	-39
Wnt act	-1	1	-4	-1	/

As entered above:
C-LANA FP with entry 11 is entered as 1.4
V-ATPase pH with entry 8 is entered as 2
Arr AP2 block with entry 23 is entered as -9
V-ATPase pH with entry 33 is entered as -1
V-ATPase pH with entry 24 is entered as -1
MOR-DOR ag with entry 7 is entered as -0.1

The results go on:
[36] COCCNC(=O)c1cc(-c2ccccn2)nc2ccc(S(=O)(=O)N3CCC(C)CC3)cc12
[37] CC(C)CC(=O)NC(=S)Nc1ccc(F)cc1F
[38] O=S(=O)(Nc1nc2ccccc2nc1Nc1ccc(N2CCOCC2)cc1)c1cc(Cl)ccc1Cl
[39] CCOC(=O)N1CCC(NC(=O)CCCN2C(=O)CSc3ncccc32)CC1
[40] Cn1c(=O)[nH]c(=O)c2c1nc(N1CCCCCC1)n2CCCSc1nc2ccccc2o1

Compound	36	37	38	39	40
V-ATPase pH	-3	0	-2	-6	3
DSG3 Ab inh	96	104	97	203	108
MOR-DOR ag	-1.5	0.3	-1.3	-0.8	8.1
Arr AP2 block	27	0	16	2	-7
MOR-DOR inv ag	8	-2	10	5	-44
RTF Ca sens act	-1	-4	4	0	6
C-LANA FP	-0.8	-0.5	4.6	0.4	-1.1
Keap1-Nrf2 PPI	5	0	-6	-3	-2
RTF Ca sens inh	-5	-5	1	-1	1
Wnt act	-2	0	-1	/	-2

C-LANA FP, what is marked active above
item | Compound | V-ATPase pH | DSG3 Ab inh | MOR-DOR ag | Arr AP2 block | MOR-DOR inv ag | RTF Ca sens act | C-LANA FP | Keap1-Nrf2 PPI | Wnt act
12 | O=C1COc2c1ccc(O)c2O | -5 | 115 | 1.5 | 4 | -8 | 2 | 105* | 2 | 4

The list continues.
[41] N#CCSc1nc2ccccc2o1
[42] COc1cccc(-c2noc(-c3ccc(Br)o3)n2)c1
[43] CNNC(=S)NC1CC2CC1C1C=CCC21 (centres undefined)
[44] O=C(CSc1nnc(CNC(=O)c2cccc(C(F)(F)F)c2)o1)NCc1ccco1
[45] CCCCCn1c(=NC(C)=O)c(C#N)cc2c(=O)n3ccccc3nc21

Compound	41	42	43	44	45
V-ATPase pH	-1	1	-2	0	0
DSG3 Ab inh	110	120	112	/	98
MOR-DOR ag	-2.0	-1.3	-3.0	-2.9	-0.9
Arr AP2 block	7	-14	24	5	1
MOR-DOR inv ag	11	6	15	16	5
RTF Ca sens act	2	-3	4	0	8
C-LANA FP	-1.1	2.7	-0.9	1.3	-3.7
Keap1-Nrf2 PPI	-4	-2	3	0	-7
RTF Ca sens inh	-3	-2	0	-7	-13
Wnt act	1	15	3	0	/

Bioassay records from PubChem.
